Screening results (PubChem BioAssay)
RPL19A TOR yeast: yeast TOR pathway RPL19A-GFP modulation | S. cerevisiae RPL19A-GFP strain, flow cytometry, 3 h; active compounds read low | percent response vs DMSO, % at 10 µM | 330,000 compounds, 0.3% hits | AID 2025;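 active = percent response vs DMSO below 50%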;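 also: median channel GFP fluorescence of the barcoded RPL19A-GFP strain; ratio of sample median GFP to plate DMSO average so 100% = DMSO; lower means less RPL19A-GFP as with rapamycin TOR inhibition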
proCasp3 act: procaspase-3 (human) activation | 330,000 compounds, 0.11% hits | recombinant procaspase-3 D3A, Ac-DEVD-pNA absorbance 405 nm | activation, % at 8.5 µM | P42574 | AID 463141;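 active = activation above the mean of all tested compounds plus 3 SD, cut at about 21% in these data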;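 also: 0% = DMSO alone and 100% = DMSO wells spiked with extra 5 µM PC-3 D3A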
Target sequence (P42574 whole entry D9A/D28A/D175A): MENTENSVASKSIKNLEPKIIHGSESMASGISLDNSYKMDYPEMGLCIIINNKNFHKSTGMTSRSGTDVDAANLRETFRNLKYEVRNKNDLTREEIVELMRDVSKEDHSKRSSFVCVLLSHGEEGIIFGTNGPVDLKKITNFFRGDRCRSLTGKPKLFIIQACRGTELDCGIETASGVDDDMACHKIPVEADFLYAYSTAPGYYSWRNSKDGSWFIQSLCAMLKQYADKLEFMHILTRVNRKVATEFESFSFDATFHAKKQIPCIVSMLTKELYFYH
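Assay system: Procaspase-3 D3A mutant, all three cleavage aspartates alanine. Buffer or medium: Zinc-free HEPES saline buffer with Triton X-100. Times: 1 h compound preincubation, 2 h substrate hydrolysis at 25 °C. Measured by: 405 nm absorbance of p-nitroaniline, reads at 0 and 120 min. Read-out basis: percent activation relative to control range. Replicates: singlicate.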
Yeast superoxide: yeast age-related superoxide inhibition as caloric restriction mimetic. S. cerevisiae aged cells, superoxide DHE fluorescence; active compounds read low. superoxide response (% of plate mean), % at 10 µM. 330,000 compounds, 0.18% hits. AID 2690;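 active = superoxide response under a set limit, about three screen SD below normal, cut at about 65% in these data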;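 also: yeast aged for seven days with compound at 30 °C before DHE staining; 100% = average MFI of all compound-treated wells on the plate with controls excluded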
proCasp7 act: counter-screen for procaspase-3 activators: activators of human procaspase-7; P55210; recombinant procaspase-7, Ac-DEVD-pNA absorbance 405 nm; D23A/D198A/D206A triple mutant, cannot self-cleave; scale: DMSO 0, 5 µM enzyme 100; activation, % at 8.5 µM; 330,000 compounds, 0.093% hits; AID 463210;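 active = percent activation above the screen-wide mean plus 3 SD, cut at about 25% in these data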
Target sequence (P55210 whole entry D23A/D198A/D206A): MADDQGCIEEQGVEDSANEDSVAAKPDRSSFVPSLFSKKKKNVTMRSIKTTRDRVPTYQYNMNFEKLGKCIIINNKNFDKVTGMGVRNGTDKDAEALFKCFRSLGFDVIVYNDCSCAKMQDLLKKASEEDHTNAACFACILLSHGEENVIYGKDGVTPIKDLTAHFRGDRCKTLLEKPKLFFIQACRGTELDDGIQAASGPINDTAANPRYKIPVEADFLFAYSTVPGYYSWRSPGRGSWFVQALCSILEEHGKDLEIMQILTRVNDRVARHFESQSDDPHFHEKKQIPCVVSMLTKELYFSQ
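Detection: p-Nitroaniline absorbance at 405 nm, read at 0 and 120 min; system: Uncleavable procaspase-7 mutant enzyme; evaluation: % activation from two-timepoint absorbance difference, scaled to controls; times: 1 h enzyme–compound preincubation and 2 h substrate reaction, both 25 °C; buffer or medium: Zinc-free HEPES pH 7.4 with 300 mM NaCl, 0.01% Triton X-100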
LAP4-GFP MLPCN: modulators of TOR pathway LAP4-GFP in S. cerevisiae | S. cerevisiae LAP4-GFP multiplex, flow cytometry GFP, 3 h; median GFP as percent of DMSO wells | GFP response vs DMSO, % at 10 µM | 320,000 compounds, 0.34% hits | AID 2023;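 active = GFP response vs DMSO above a set limit, about the screen mean plus 3 SD, cut at about 150% in these data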
MEP2-GFP yeast: alters MEP2-GFP fluorescence in TOR pathway yeast screen; S. cerevisiae MEP2-GFP strain, flow cytometry GFP, 3 h; 100% = DMSO control level; GFP response vs DMSO, % at 10 µM; 330,000 compounds, 0.51% hits; AID 2016;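 active = GFP response versus DMSO above a set limit, roughly screen mean plus 3 SD, cut at about 180% in these data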;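 also: median GFP fluorescence of the barcode-gated MEP2-GFP cells per well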
AHR activator: activators of human aryl hydrocarbon receptor. AID 2796. activation, % at 5 µM. AHR-responsive luciferase reporter cells, luminescence. 320,000 compounds, 2.5% hits; in the data active = activation above about 47%;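 also: 0% = vehicle wells and 100% = reference agonist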
JMJD2C inh: inhibitors of human GASC-1 (JMJD2C) demethylase; Q9H3R0; GST-JMJD2C(1-420) H3K9me3 demethylation, DELFIA europium; inhibition, % at 2.35 µM; 330,000 compounds, 0.069% hits;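 active = more than half of a compound's replicate wells show inhibition beyond 50%, single wells judged on their own value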;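 also: signal counts dimethyl H3K9 product captured on neutravidin plate; 0% = median of DMSO wells and 100% = 0.3 times that DMSO median; strong numbers were not always called active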
Target sequence (Q9H3R0 1-420 limits assumed): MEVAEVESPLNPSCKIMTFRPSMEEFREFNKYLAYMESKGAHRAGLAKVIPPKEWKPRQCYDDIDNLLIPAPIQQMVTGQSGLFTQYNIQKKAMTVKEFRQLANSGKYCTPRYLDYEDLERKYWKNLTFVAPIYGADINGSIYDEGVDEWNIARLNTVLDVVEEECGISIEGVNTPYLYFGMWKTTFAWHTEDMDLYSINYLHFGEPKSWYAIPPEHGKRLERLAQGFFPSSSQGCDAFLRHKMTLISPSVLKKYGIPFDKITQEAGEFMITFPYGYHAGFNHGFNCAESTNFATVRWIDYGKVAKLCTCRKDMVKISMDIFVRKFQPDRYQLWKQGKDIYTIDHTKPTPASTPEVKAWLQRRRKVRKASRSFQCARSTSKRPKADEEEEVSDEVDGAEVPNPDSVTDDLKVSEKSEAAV
Numbers without * were called inactive; i = inactive.

SMILES	RPL19A TOR yeast	proCasp3 act	Yeast superoxide	proCasp7 act	LAP4-GFP MLPCN	MEP2-GFP yeast	AHR activator	JMJD2C inh
COC(=O)c1ccccc1NC(=O)CCS(=O)(=O)c1ccc(Br)s1	95	3	104	6	95	97	-2	117
CC(=O)c1ccc(NC(=O)Cc2ccsc2)cc1	91	2	94	-7	79	97	6	14
COc1ccc(-c2cc3ccccc3n2CC(O)CN2CCOCC2)cc1 (stereo unspecified)	102	11	98	-3	102	97	4	4
Cc1ccc2c(CN3CC(C)CC(C)C3)cc(=O)oc2c1C (stereo unspecified)	98	-3	89	11	88	98	2	-1
COc1ccc(/C=N/Nc2ccc([N+](=O)[O-])cc2)cc1Cn1cc([N+](=O)[O-])cn1	94	2	113	-5	87	97	69*	0
FC(F)(F)c1cnc(NNC(=S)Nc2ccccc2Cl)c(Cl)c1	106	-3	111	-5	97	101	47	-3
C=CC[C@H](CC(=O)OC(C)(C)C)C(=O)OC[C@@H]1CCCN1C(=O)[C@H](CC=C)CC(=O)N[C@H](CO)Cc1ccccc1	106	-2	117	-5	90	94	1	-6
Cc1ccc(-c2cn(-c3ccc(OC(F)F)cc3)c3[n+]2CCCCC3)cc1	97	-3	101	2	115	101	0	-79
COc1ccccc1NC(=O)/C(C#N)=C/c1ccc(OCCN2CCOCC2)c(OC)c1	101	2	102	-1	90	105	3	-10
CC(=O)NC[C@H]1CN(c2ccc(N3CCOCC3)c(F)c2)C(=O)O1	103	7	92	1	104	94	6	-6
O=C(COc1cccc2ccccc12)NCc1cccnc1	100	5	99	4	95	107	18	-1
CCC(C)NC(=O)C1CCN(C(=O)COc2ccc3c4c(c(=O)oc3c2C)CCCC4)CC1 (stereo unspecified)	99	7	103	-4	94	100	3	-37
CCOc1cc(CNC(C)C)c(Cl)cc1OCC(=O)NCCc1ccccc1	98	-1	108	11	97	105	17	-5
CCOC(=O)CCn1cnc2ccc([N+](=O)[O-])cc2c1=O	98	3	83	4	104	98	-1	-6
Cc1ccc(CCNC(=O)CCS(=O)(=O)c2cc3c(cc2C)NC(=O)CO3)cc1	109	2	110	8	103	103	2	4
O=C(/C=N/O)NCc1cccnc1	103	2	94	0	97	101	3	2
COc1ccccc1NS(=O)(=O)N(C)C	100	1	107	-10	95	102	2	-2
CCOC(=O)N1C=CC=C[C@@H]2[C@@H](N3C(=O)c4ccccc4C3=O)C(=O)N21	100	-2	110	4	99	103	-1	4
CC(C)CCNC(=O)C1CCCN(S(=O)(=O)c2ccc(F)cc2)C1 (stereo unspecified)	104	7	91	12	104	103	1	-5
O=C(COC(=O)c1cc(S(=O)(=O)N2CCCC2)ccc1O)Nc1ccccc1Br	101	8	100	-10	111	107	0	-2
Cc1ccc(CN2CCC(C(=O)NCCC(C)C)CC2)o1	98	-13	102	-23	98	92	3	0
Cc1cc(C)nc(SCc2ccc(C(=O)N/N=C3\CC(C)CC(C)(C)C3)cc2)n1 (stereo unspecified)	100	1	103	-11	88	104	7	-3
CC(=O)OC1OCCOC1NC(=S)Nc1ccc(C)cc1 (stereo unspecified)	94	3	116	11	112	97	0	-2
CCOc1ccc(-c2noc(CCC(=O)NCC3CCCO3)n2)cc1OC (stereo unspecified)	101	-7	105	1	90	106	4	i
CC(OC(=O)C1CC1)C(=O)Nc1cc(Cl)cc(Cl)c1 (stereo unspecified)	98	8	93	1	92	108	-1	-3
O=c1c2ccccc2nc2n1C(CSCc1cccc(C(F)(F)F)c1)CS2 (stereo unspecified)	99	-4	89	12	91	96	-13	-2
COc1ccc(C(CC(=O)NC(C)(C)C)n2cccc2)cc1 (stereo unspecified)	102	5	107	8	108	108	4	1
CN1CCC(=NNC(=O)c2ccc(N(Cc3ccc(Cl)cc3)S(C)(=O)=O)cc2)CC1	99	-4	106	-23	89	69	8	2
O=C(/C=C/c1ccc(Cl)cc1)NC(=S)Nc1ccccc1C(=O)O	100	0	94	-15	104	104	0	5
N#Cc1ccc(-c2ccc(OCC(O)CN3CCCCC3)cc2)cc1 (stereo unspecified)	96	-2	86	5	110	103	0	-1
CN(C(=O)COC(=O)c1ccc(Br)o1)c1c(N)n(Cc2ccccc2)c(=O)[nH]c1=O	90	0	107	-4	98	105	3	-12
CC(=O)N(CN1C(=O)c2ccc([N+](=O)[O-])cc2C1=O)c1ccc(F)cc1	99	3	107	6	102	102	-1	6
CC(=O)NC(CCS(C)(=O)=O)C(=O)Nc1ccc(Cl)c(Cl)c1 (stereo unspecified)	101	-5	117	4	96	101	1	1
O=C(Cc1ccccc1)NC1c2ccccc2-c2ccccc21	101	-1	107	9	82	106	10	7
C=CCc1cccc(C=Nc2cccn3cc(-c4ccccc4)nc23)c1O	95	8	107	2	103	101	7	19
CC(=O)c1cccc(NC(=O)N2CCC(NC(=O)C34CC5CC(CC(C5)C3)C4)CC2)c1	109	13	96	-6	98	104	1	3
Cc1cccc(-c2noc(CCCC(=O)Nc3cccnc3)n2)c1	103	1	96	5	106	108	-4	6
Cc1cccc2cc(C#N)c(NCCNC(=S)NCCCN3CCOCC3)nc12	97	-7	101	2	99	100	1	-3
O=C(CN1C(=O)CSCC1=O)NCc1ccc(F)cc1	108	1	94	7	93	110	-2	4
Cc1ccccc1C(OCC(O)CN1CCCCC1CCO)c1ccccc1 (stereo unspecified)	97	5	91	-7	103	108	3	-4
c1ccc(-c2nnc(-c3c[nH]c4ccccc34)nc2-c2ccccc2)cc1	95	-1	106	2	103	93	-17	9
C/C(=N\NC(=O)c1nnn(-c2nonc2N)c1CN1CCOCC1)c1ccc(CC(C)C)cc1	103	1	88	2	99	97	4	i
CSCCC(NS(=O)(=O)c1ccc(C)cc1C)C(=O)Nc1cccnc1 (stereo unspecified)	97	-6	91	0	92	105	-1	8
O=C(COC(=O)/C=C/c1cccc(Cl)c1)NCc1cccs1	99	4	105	7	81	92	2	-11
CC1CCC2(CC1)NC(=O)N(CC(=O)N1CCN(C(=O)c3ccco3)CC1)C2=O (stereo unspecified)	94	7	94	-10	92	93	-1	-2
COc1ccc(CNC(=O)COC(=O)CN2C(=O)COc3ccccc32)cc1	100	2	99	8	101	98	-1	-5
N#CCC(=O)Nc1ccc(C(=O)OCC(=O)NCCCc2ccccc2)cc1	111	-1	110	-8	105	111	-1	7
O=C(O)C1=CC[C@@H](c2ccc(Cl)cc2)N(S(=O)(=O)c2ccc(Cl)cc2)[C@H]1c1ccc(F)cc1	99	4	99	-12	105	93	0	5

Brought forward from above: 6 compounds, then new ones.
SMILES	RPL19A TOR yeast	proCasp3 act	Yeast superoxide	proCasp7 act	LAP4-GFP MLPCN	MEP2-GFP yeast	AHR activator	JMJD2C inh
CSCCC(NS(=O)(=O)c1ccc(C)cc1C)C(=O)Nc1cccnc1 (stereo unspecified)	97	-6	91	0	92	105	-1	8
O=C(COC(=O)/C=C/c1cccc(Cl)c1)NCc1cccs1	99	4	105	7	81	92	2	-11
CC1CCC2(CC1)NC(=O)N(CC(=O)N1CCN(C(=O)c3ccco3)CC1)C2=O (stereo unspecified)	94	7	94	-10	92	93	-1	-2
COc1ccc(CNC(=O)COC(=O)CN2C(=O)COc3ccccc32)cc1	100	2	99	8	101	98	-1	-5
N#CCC(=O)Nc1ccc(C(=O)OCC(=O)NCCCc2ccccc2)cc1	111	-1	110	-8	105	111	-1	7
O=C(O)C1=CC[C@@H](c2ccc(Cl)cc2)N(S(=O)(=O)c2ccc(Cl)cc2)[C@H]1c1ccc(F)cc1	99	4	99	-12	105	93	0	5
CCOc1cccc2cc(C(=O)N3CCc4ccccc43)c(=O)oc12	102	8	104	-2	107	107	3	6
CCCNc1c(N)n(-c2ccccc2)c(=O)[nH]c1=O	87	5	97	1	84	84	6	-7
Cc1cc(CC(=O)O)n(C)c1C(=O)c1ccc(Cl)cc1	97	-2	148	2	99	92	-1	8
COc1cccc(C(=O)N/N=C(\C)CC(=O)Nc2ccc(N(C)C)cc2)c1	102	4	102	-18	87	98	20	-7
NS(=O)(=O)c1ccc(CNC(=O)/C=C/c2ccc(Cl)c(Cl)c2)cc1	101	6	97	-2	105	106	-4	-3
COc1ccc(CCNC(=O)C2CC(c3ccccc3C(F)(F)F)=NO2)cc1 (stereo unspecified)	99	-1	95	-3	97	99	1	0
Cc1ccc(SCC(=O)c2ccc[nH]2)cc1	104	-2	95	5	99	108	-2	1
CC(C)(C)c1ccc(NC(=O)COC(=O)c2ccc(NS(=O)(=O)c3ccc(F)c(F)c3)cc2)cc1	100	9	98	4	101	100	2	4
Cn1cnc2cc(NCc3ccccc3O)ccc21	99	9	102	-3	94	107	27	-4
CCOc1cc(C(N)=O)cc(Cl)c1OCC	95	8	98	-4	99	104	1	12
CCN(CC)CC(=O)Nc1ccccc1SCC(=O)Nc1ccsc1C(=O)OC	98	1	88	5	99	106	4	-11
Cc1ccc(Cn2nc(C)c(NC(=O)C3CC3)c2C)cc1	99	4	115	-10	102	101	-1	-15
O=C(COC(=O)C1CCCCC1)Nc1ccc(N2CCCCC2)cc1	93	-1	98	2	98	102	-1	9
COc1ccc2c(c1OC)C(=O)N(c1ccc(C)cc1)C2=O	95	9	96	-1	94	107	8	-4
CC(=O)c1ccc(-c2ccc(C(=O)Nc3nc(C)c(C(C)=O)s3)o2)cc1	93	-1	76	1	100	93	11	8
O=C(Cc1ccccc1)Nc1nnc(-c2cccs2)s1	102	2	85	15	106	111	69*	-13
Cc1cc(C)cc(Oc2nc(C(F)(F)F)nc3ccccc23)c1	103	-4	114	-6	95	102	2	6
CC(C)n1c(N)c(C#N)c2ccc([N+](=O)[O-])cc2c1=O	96	9	92	0	104	98	-3	-2
CCOC(=O)c1ccc2c(c1)nc(C)n2CC	90	0	94	4	83	84	4	6
O=C(c1cc(S(=O)(=O)N2CCN(c3ccccc3)CC2)ccc1Cl)N1CCCC(C(F)(F)F)C1 (stereo unspecified)	103	1	101	4	103	100	4	-29
Cc1ccc(C)c(OCCC(=O)OCC(=O)Nc2cccc(S(=O)(=O)N3CCCC3)c2)c1	91	7	111	13	89	99	5	3
Cc1ccc(SCC(=O)NNC(=O)CCS(=O)(=O)c2ccccc2)cc1	104	4	86	7	91	114	-1	3
Cc1cccc(N/C(N)=N/c2nc(C(F)(F)F)cc(=O)[nH]2)c1C	99	3	91	-4	103	112	5	-7
O=C1C=CN2CCCCC2CC1 (stereo unspecified)	91	-1	97	2	88	92	1	7
O=C1Nc2ccccc2C12OCC1(CO2)COC2(OC1)C(=O)Nc1ccccc12 (stereo unspecified)	107	4	90	8	88	100	2	-9
CC(C(=O)Nc1ccc([N+](=O)[O-])cc1Cl)N1CCN(S(=O)(=O)c2cccs2)CC1 (stereo unspecified)	99	3	89	11	102	98	-5	2
Cn1ncc2c(N3CCN(c4ccccc4F)CC3)ncnc21	97	3	95	5	99	104	-9	2
CC(C)[C@H](NC(=O)c1c(F)cccc1F)C(=O)Nc1cccc(Br)c1	107	-2	103	0	97	101	4	0
CCCCc1ccc(/C(C)=N/NC(=O)C2CCCC2)cc1	105	2	95	3	89	99	3	-6
COC(=O)c1cc(C#N)c(OC(C)C)nc1C	102	2	95	3	91	98	1	-5
